RPL19A-GFP yeast – RPL19A-GFP expression modulators in yeast, primary screen, cell-based, S. cerevisiae, multiplex flow cytometry, MLPCN. S. cerevisiae RPL19A-GFP strain, 3 h; hits give low values. AID 2025, 2009. 0.3% of 330,000 active. percent response vs DMSO, % at 10 µM;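 active = percent response vs DMSO below 50%; inconclusive = fewer than 70 events counted for the yeast strain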;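 also: median channel GFP fluorescence of the barcoded RPL19A-GFP strain; ratio of sample median GFP to plate DMSO average so 100% = DMSO; lower means less RPL19A-GFP as with rapamycin TOR inhibition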
LAP4-GFP MLPCN – modulators of LAP4-GFP expression in yeast, primary screen, S. cerevisiae, multiplex flow cytometry, MLPCN library; 3 h; median GFP as percent of DMSO wells; GFP response vs DMSO, % at 10 µM; 0.34% of 320,000 active;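 active = GFP response vs DMSO above a set limit, about the screen mean plus 3 SD, cut at about 150% in these data; inconclusive = under 70 cell events counted for the yeast strain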
proCasp3 act – activators of human procaspase-3 D3A mutant, primary screen, biochemical, absorbance, PC-3 D3A mutant, single concentration | activation, % at 8.5 µM | 0.11% of 330,000 active | recombinant procaspase-3 D3A, Ac-DEVD-pNA absorbance 405 nm;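 active = activation above the mean of all tested compounds plus 3 SD, cut at about 21% in these data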;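 also: 0% = DMSO alone and 100% = DMSO wells spiked with extra 5 µM PC-3 D3A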
Target sequence (P42574 whole entry D9A/D28A/D175A): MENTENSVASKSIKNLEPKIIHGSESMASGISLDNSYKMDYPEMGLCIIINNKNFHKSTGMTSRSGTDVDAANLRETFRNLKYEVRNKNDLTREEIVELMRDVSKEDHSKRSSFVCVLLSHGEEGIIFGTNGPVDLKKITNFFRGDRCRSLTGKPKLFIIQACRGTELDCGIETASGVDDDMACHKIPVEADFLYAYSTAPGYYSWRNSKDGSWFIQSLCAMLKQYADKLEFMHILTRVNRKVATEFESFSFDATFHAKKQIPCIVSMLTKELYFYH
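Test system: Procaspase-3 D3A mutant, all three cleavage aspartates alanine | Dosing: Single dose, 8.5 µM nominal compound, 0.8% DMSO | Schedule: 1 h preincubation, 2 h reaction | Technique: 405 nm absorbance of p-nitroaniline, reads at 0 and 120 min | Repeats: One well per compound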
MEP2 TOR yeast – modulators of MEP2-GFP levels in yeast, primary screen, S. cerevisiae, multiplex flow cytometry, MLPCN library; S. cerevisiae MEP2-GFP strain, 3 h; 100% = DMSO control level; GFP response vs DMSO, % at 10 µM; 0.51% of 330,000 active; AID 2016, 2009;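 active = GFP response versus DMSO above a set limit, roughly screen mean plus 3 SD, cut at about 180% in these data; inconclusive = fewer than 70 cells counted for a yeast strain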;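 also: median GFP fluorescence of the barcode-gated MEP2-GFP cells per well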
proCasp7 act – procaspase-7 activators, primary screen, counter-screen for procaspase-3 activator project, biochemical, absorbance, HTS, human | Caspase-7 (Homo sapiens), P55210 | recombinant procaspase-7, Ac-DEVD-pNA absorbance 405 nm; D23A/D198A/D206A triple mutant, cannot self-cleave; scale: DMSO 0, 5 µM enzyme 100 | activation, % at 8.5 µM | 0.093% of 330,000 active | AID 463210, 2010;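 active = percent activation above the screen-wide mean plus 3 SD, cut at about 25% in these data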
Target sequence (P55210 whole entry D23A/D198A/D206A): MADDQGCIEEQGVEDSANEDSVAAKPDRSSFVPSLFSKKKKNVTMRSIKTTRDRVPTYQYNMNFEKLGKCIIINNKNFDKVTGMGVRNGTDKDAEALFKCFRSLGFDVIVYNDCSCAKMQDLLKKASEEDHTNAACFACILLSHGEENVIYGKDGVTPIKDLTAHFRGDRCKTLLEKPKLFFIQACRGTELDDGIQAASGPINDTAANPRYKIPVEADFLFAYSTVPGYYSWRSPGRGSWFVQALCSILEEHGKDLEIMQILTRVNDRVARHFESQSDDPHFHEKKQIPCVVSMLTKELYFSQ
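Assay system – Uncleavable procaspase-7 mutant enzyme · Quantity – 2 µM procaspase-7 mutant as dispensed · Times – 1 h preincubation, 2 h reaction · Dosing – single nominal 8.5 µM compound dose, 0.8% DMSO final · Buffer or medium – Zinc-free 50 mM HEPES buffer, pH 7.4, with NaCl and Triton X-100 · Detection – Epi-absorbance of released pNA at 405 nm, two timepoints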
Yeast superoxide – reduction of superoxide in aged yeast, primary screen, HTS; S. cerevisiae aged cells, superoxide DHE fluorescence; hits give low values; superoxide response (% of plate mean), % at 10 µM; 0.18% of 330,000 active; AID 2690, 2010;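 active = superoxide response under a set limit, about three screen SD below normal, cut at about 65% in these data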;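 also: yeast aged for seven days with compound at 30 °C before DHE staining; 100% = average MFI of all compound-treated wells on the plate with controls excluded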
AHR act – AHR activators, primary screen, cell-based, luminescence, luciferase reporter, human; Aryl hydrocarbon receptor (Homo sapiens), P35869; AHR-responsive luciferase reporter cells; activation, % at 5 µM; 2.5% of 320,000 active; AID 2796, 2010; in the data active = activation above about 47%;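 also: 0% = vehicle wells and 100% = reference agonist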
GASC-1 inh – inhibitors of GASC-1 histone demethylase, primary screen, biochemical, fluorescence, DELFIA europium; Lysine-specific demethylase 4C (Homo sapiens), Q9H3R0; GST-JMJD2C(1-420) H3K9me3 demethylation; inhibition, % at 2.35 µM; 0.069% of 330,000 active;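 active = more than half of a compound's replicate wells show inhibition beyond 50%, single wells judged on their own value; inconclusive = some, but no more than half, of replicates pass 50% inhibition; inactive = no replicate passes 50% inhibition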;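 also: signal counts dimethyl H3K9 product captured on neutravidin plate; 0% = median of DMSO wells and 100% = 0.3 times that DMSO median; strong numbers were not always called active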
Target sequence (Q9H3R0 1-420 limits assumed): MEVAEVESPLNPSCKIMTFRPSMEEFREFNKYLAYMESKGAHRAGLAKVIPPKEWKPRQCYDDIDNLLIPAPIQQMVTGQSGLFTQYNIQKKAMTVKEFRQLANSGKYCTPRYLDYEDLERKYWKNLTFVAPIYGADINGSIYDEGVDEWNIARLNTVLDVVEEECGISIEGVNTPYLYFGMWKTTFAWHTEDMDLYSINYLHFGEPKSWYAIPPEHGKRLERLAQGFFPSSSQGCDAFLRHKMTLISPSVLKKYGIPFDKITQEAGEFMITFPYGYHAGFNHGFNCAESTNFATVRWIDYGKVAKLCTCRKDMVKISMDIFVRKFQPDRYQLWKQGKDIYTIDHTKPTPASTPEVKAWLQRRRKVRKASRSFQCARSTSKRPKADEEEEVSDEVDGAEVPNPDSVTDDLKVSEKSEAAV
Numbers without * were called inactive; ? = inconclusive; · = no result given; & = joins results of further samples; [ ] = dose if it differs, or a comment.

SMILES	RPL19A-GFP yeast	LAP4-GFP MLPCN	proCasp3 act	MEP2 TOR yeast	proCasp7 act	Yeast superoxide	AHR act	GASC-1 inh
COc1ccc(C(C)=O)cc1CSc1nc(C)cc(C)n1	85	85	1	90	-5	102	27	3
CCN(CC)S(=O)(=O)c1ccc(C(=O)N2CCN(c3ncccn3)CC2)cc1	100	98	5	106	-8	92	-3	-31
CC1(c2ccc([N+](=O)[O-])c(CS(=O)(=O)c3ccccc3)c2)OCCO1	98	105	-8	108	-13	98	-2	14
Cc1ccc(NC(=O)c2cc(-c3cc(Cl)ccc3O)n[nH]2)cc1C	103	88	·	99	·	103	·	4
COc1ccc(C2=NS(=O)(=O)N(C)C(C(=O)NCc3ccccn3)=C2)cc1	100	104	1	104	-1	90	2	-6
CCCCn1c(O)c(/C=C2\C=NN=C2c2ccccc2)sc1=S	106	86	-19	103	-6	129	66*	4
Cc1ccc(-c2ccc(SCC(=O)NC3CCCC3)nn2)cc1	95	95	4	98	7	103	5	-3
CC1CCCCC1NC(=O)c1cc2c(=O)n3ccccc3nc2n1C (centres undefined)	102	102	1	103	0	117	-4	0
C=CCn1c(=N)n(CC(=O)O)c2ccccc21	97	94	-6	90	16	100	1	-2
O=C(c1cn(-c2ccccc2)nc1-c1cccs1)N1CCN(c2ccccc2)CC1	102	98	-3	109	1	102	4	3
CCOC(=O)N1CCN(c2c(NCCCN3CCCCCC3)c(=O)c2=O)CC1	104	101	-2	99	3	96	2	4
CCCCCN(C(=O)CCC(=O)OCc1cccc(C)c1)c1c(N)n(CCCC)c(=O)[nH]c1=O	92	96	10	95	2	84	-2	3
CC(C)NC(=O)NC(=O)CSc1nnc(COc2ccccc2Cl)o1	98	93	-4	96	6	95	-3	-11
CCCNc1nc2nc3ccccn3c(=O)c2cc1C(=O)NCCN1CCOCC1	?	97[may fluoresce red and violet]	-16	220*[may fluoresce red and violet]	-9	96	1	-40
CCCC(=O)Nc1ccccc1NC(=O)C1CCCCC1	94	107	-5	97	-1	103	4	-4
Cc1nc(COc2ccc(C(=O)Nc3ccccc3N3CCOCC3)cc2)cs1	106	93	2	108	7	110	3	38
O=C(Cc1ccc(S(=O)(=O)N2CCOCC2)s1)NCC1CCCCC1	95	88	4	89	-7	109	4	0
COc1ccc(NC(=O)CSc2nncc(=O)n2N)cc1OC	97	104	-1	104	-10	102	8	-1
Cn1c(=O)cc(SCC(=O)Nc2ccc3c(c2)OCO3)c2ccccc21	96	96	-5	94	17	94	-8	10
CCN(CC)c1ccc(C2C(C(=O)OCCOC)=C(C)NC3=C2C(=O)CC(C)(C)C3)cc1 (centres undefined)	107	101	-13	98	-21	102	3	12
O=C(CSc1ncnc2sccc12)NCc1ccc2c(c1)OCO2	94	99	-8	95	-19	105	18	1
Cc1ccc(-c2noc(CN(C)C(=O)c3ccc(Br)o3)n2)cc1	96	108	-8	108	10	103	0	-6
COc1cc2cc(C(=O)N3CCN(Cc4ccc5c(c4)OCO5)CC3)c(=O)oc2cc1OC	93	102	-5	105	2	104	0	-11
Cc1ccc(S(=O)(=O)CCSc2ccc(C(F)(F)F)cn2)cc1	95	·	6	102	4	109	4	-8
Nc1ccc(OCc2ccccc2)cc1	102	103	-2	96	-2	85	0	-6
SMILES	RPL19A-GFP yeast	LAP4-GFP MLPCN	proCasp3 act	MEP2 TOR yeast	proCasp7 act	Yeast superoxide	AHR act	GASC-1 inh
Cc1nn(-c2ccccc2)c2c1C1(C(=O)N(C)c3ccccc31)C(C#N)=C(N)O2 (centres undefined)	103	101	6	108	-6	101	19	1
Cc1ccc(-c2nn[nH]n2)cc1	101	98	9	103	5	107	9	10
Cc1cccc(OCc2nnc3n2CCCCC3)c1	98	97	2	98	0	106	11	-2
NC(=O)CC[C@@H]1NC(=O)[C@H](CO)NC(=O)c2cc([N+](=O)[O-])cc(I)c2NCC[C@@H](C(N)=O)NC(=O)[C@H](Cc2ccc(O)cc2)NC1=O	·	·	-13	·	-17	·	0	1
N#C/C(=C\c1c(Oc2ccccc2Cl)nc2ccccn2c1=O)C(=O)NC1CCS(=O)(=O)C1 (centres undefined)	98	96	-2	104	-1	99	2	-20
COC(=O)C1=C(C)NC(=S)N(C(C)=O)C1c1ccccc1 (centres undefined)	103	103	-8	104	-3	89	6	-16
COc1ccc(NS(=O)(=O)c2cc(Cl)ccc2Cl)cc1S(=O)(=O)N1CCCCC1	107	95	4	104	2	92	1	5
O=C(O)C1CCCN1S(=O)(=O)c1ccc2[nH]c(=O)c(=O)[nH]c2c1 (centres undefined)	99	89	5	96	9	96	2	-4
CCOC(=O)c1ccc(NS(=O)(=O)c2cc3c(cc2C)NC(=O)CO3)cc1	97	97	0	103	-4	100	3	-2
O=C(Nc1ccc(Oc2cccnc2)cc1)c1cccc([N+](=O)[O-])c1	95	96	2	100	2	100	20	39
CCCC1(C(=O)OCC)NC(c2ccc(N(C)C)cc2)C2C(=O)N(c3ccc(OCC)cc3)C(=O)C21 (centres undefined)	98	·	9	100	8	98	2	-11&-4
COc1ccc(C(=O)NC(C)CCn2cccn2)cc1OC1CCN(C(C)C)CC1 (centres undefined)	96	69	-1	82	9	100	2	-3
CCc1cc2c(CN3CCN(CCO)CC3)cc(=O)oc2cc1O	94	92	16	95	20	95	1	-10
COc1cccc(NC(=O)C(C)(C)C)c1	95	128	0	94	0	96	3	4
CCOc1ccc(Cn2nnc(C(=O)NCc3ccc(OC)cc3)c2N)cc1	101	102	-1	107	4	104	2	-1&-10
COc1cc(C(=O)NC(=S)NNC(=O)c2cnccn2)cc(OC)c1OC	90	107	-7	110	-11	85	7	7
CCn1ncc([N+](=O)[O-])c1C(=O)N1CCCC1	106	111	-3	109	-1	97	2	5
O=C(O)c1cccc(NS(=O)(=O)c2ccc(Cl)c(C(=O)Nc3cccc([N+](=O)[O-])c3)c2)c1	96	102	6	94	4	97	0	-5
COc1ccc(C(=O)Nc2cc(S(=O)(=O)N3CCCC3)ccc2Cl)cc1	99	92	1	89	-4	105	4	0
CSc1ccc(C2C(C#N)=C(N)Oc3cc4c(cc32)OCO4)cc1 (centres undefined)	93	97	-5	98	-13	96	7	6
CC(=O)c1ccc(NC(=O)C(C)Sc2n[nH]c(-c3cccnc3)n2)cc1 (centres undefined)	102	97	9	101	-2	87	4	-6
COCCCn1c(=O)c2sccc2n2c(CCCC(=O)NCc3ccccc3OC)nnc12	95	88	3	98	8	85	-2	4
CCOC(=O)c1[nH]c(C)c(C(=O)OCC(=O)NCc2ccc(OC)c(OC)c2)c1C	99	98	1	95	-2	110	12	6
COC(=O)C1=C(C)NC(=S)NC1/C=C/c1ccccc1 (centres undefined)	98	107	4	107	-16	68	0	168
O=C(c1cccs1)N1CCC(c2ccccc2)C1 (centres undefined)	96	93	1	102	-4	97	-7	4
SMILES	RPL19A-GFP yeast	LAP4-GFP MLPCN	proCasp3 act	MEP2 TOR yeast	proCasp7 act	Yeast superoxide	AHR act	GASC-1 inh
COCCn1nnnc1C(C(C)C)N1CCSCC1 (centres undefined)	92	93	-6	88	0	87	-1	52
NS(=O)(=O)c1ccc(CCNC(=O)CCCn2c(=O)[nH]c3ccc(Br)cc3c2=O)cc1	95	100	-2	98	-5	92	2	-7
Cc1ccc(S(=O)(=O)CCC(=O)OCC(=O)NCC(=O)Nc2cccc(C)c2C)cc1	104	73	-1	103	1	109	0	18
CCN1CCc2nc(NC(=O)C(c3ccccc3)c3ccccc3)sc2C1	107	97	0	112	-3	106	-3	4
Cc1cc(N2CCN(c3ccc(C(F)(F)F)cc3[N+](=O)[O-])CC2)c2ccccc2n1	95	91	-3	101	6	98	-1	10
COc1cc(SC)ccc1C(=O)NCc1ccc(C)cc1	102	109	4	105	-4	101	0	-2
CSc1ccc(Cn2nnc(C(=O)NCc3ccccc3)c2N)cc1	100	104	8	106	-1	90	0	12
CC1CCN(S(=O)(=O)c2nnc(NC(=O)COc3ccccc3F)s2)CC1	100	99	-3	98	6	112	2	4
O=C(Nc1ccon1)c1sc2cc(Cl)ccc2c1Cl	99	95	0	110	-1	99	4	2
CCCCC(=O)Nc1ncc2c(n1)CC(C)(C)CC2=O	105	102	-4	109	12	102	3	0

An excerpt of these results, in CSV form:
smiles,RPL19A-GFP yeast,LAP4-GFP MLPCN,proCasp3 act,MEP2 TOR yeast,proCasp7 act,Yeast superoxide,AHR act,GASC-1 inh
NS(=O)(=O)c1ccc(CCNC(=O)CCCn2c(=O)[nH]c3ccc(Br)cc3c2=O)cc1,95,100,-2,98,-5,92,2,-7
Cc1ccc(S(=O)(=O)CCC(=O)OCC(=O)NCC(=O)Nc2cccc(C)c2C)cc1,104,73,-1,103,1,109,0,18

In the list so far, these have an aryl methoxy group.
SMILES	RPL19A-GFP yeast	LAP4-GFP MLPCN	proCasp3 act	MEP2 TOR yeast	proCasp7 act	Yeast superoxide	AHR act	GASC-1 inh
COc1ccc(C(C)=O)cc1CSc1nc(C)cc(C)n1	85	85	1	90	-5	102	27	3
COc1ccc(C2=NS(=O)(=O)N(C)C(C(=O)NCc3ccccn3)=C2)cc1	100	104	1	104	-1	90	2	-6
COc1ccc(NC(=O)CSc2nncc(=O)n2N)cc1OC	97	104	-1	104	-10	102	8	-1
COc1cc2cc(C(=O)N3CCN(Cc4ccc5c(c4)OCO5)CC3)c(=O)oc2cc1OC	93	102	-5	105	2	104	0	-11
COc1ccc(NS(=O)(=O)c2cc(Cl)ccc2Cl)cc1S(=O)(=O)N1CCCCC1	107	95	4	104	2	92	1	5
COc1ccc(C(=O)NC(C)CCn2cccn2)cc1OC1CCN(C(C)C)CC1 (centres undefined)	96	69	-1	82	9	100	2	-3
COc1cccc(NC(=O)C(C)(C)C)c1	95	128	0	94	0	96	3	4
CCOc1ccc(Cn2nnc(C(=O)NCc3ccc(OC)cc3)c2N)cc1	101	102	-1	107	4	104	2	-1&-10
COc1cc(C(=O)NC(=S)NNC(=O)c2cnccn2)cc(OC)c1OC	90	107	-7	110	-11	85	7	7
COc1ccc(C(=O)Nc2cc(S(=O)(=O)N3CCCC3)ccc2Cl)cc1	99	92	1	89	-4	105	4	0
COCCCn1c(=O)c2sccc2n2c(CCCC(=O)NCc3ccccc3OC)nnc12	95	88	3	98	8	85	-2	4
CCOC(=O)c1[nH]c(C)c(C(=O)OCC(=O)NCc2ccc(OC)c(OC)c2)c1C	99	98	1	95	-2	110	12	6
COc1cc(SC)ccc1C(=O)NCc1ccc(C)cc1	102	109	4	105	-4	101	0	-2

Compound activity: PubChem, several laboratories
